IMPase Li cell = membrane-permeable IMPase blocker, potentiated with lithium; Potency, µM (doses to about 59.4 µM), inactives show top-dose activity, negative = IMPase inhibition, usual class: inhibitors; CHO-M1 cells, IP1 TR-FRET (IP-One), carbachol + lithium; AID 1457; 210,000 tested, 0.35% active;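 further: IP1 builds up when IMPase is blocked and the TR-FRET signal falls; plate controls were basal vehicle for no effect and high inhibitor control for full effect; nearly all actives have a fitted effect of over 50% in size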
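Readout is a homogeneous TR-FRET IP1 immunoassay (Ex 320, Em 665 and 620), where raised cytosolic IP1 lowers signal. Cells were CHO-M1 treated 30 min at 37C with test compounds plus a little lithium; AC50 values came from Hill-equation fitting.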
aGlu spleen mod = lysosomal alpha-glucosidase (human) modulation; P10253; human spleen homogenate, 4-MU-alpha-glucoside fluorescence; Potency, µM (highest dose often 79.9 µM), for the others: at the highest dose activity change, negative = inhibition, hits mostly inhibitors; 240,000 tested, 0.006% active; AID 2112;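 further: 0% = enzyme with vehicle and -100% = no enzyme basal signal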
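Enzyme source: human spleen homogenate, 1 ug/well. Buffer 50 mM citric acid/K phosphate pH 5.0, 0.01% Tween-20. 4-MU-alpha-glucoside 1 mM; 37 C x 40 min; NaOH/glycine stop; fluorescence.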
HTT cytoprotect = protects HTT-Q103 PC12 cells, measured by ATP; PC12 HTT-Q103 induced, cytoprotection, ATP luminescence, 40 h; Potency, µM (highest dose often 56.4 µM), without a hit: cytoprotection (ATP increase), most hits filed as activators; 230,000 tested, 0.14% active; AID 1471;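 further: % of control where 0% means no effect; nearly all actives have a fitted effect of over 45% in size; toxic huntingtin expression switched on by the ecdysone agonist tebufenozide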
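Rat PC12, Q103 Htt exon1-GFP fusion, ecdysone promoter; tebufenozide inducer 100 nM final; compound titration; qHTS, 1500 cells/well; ATPlite luminescent read.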
RGS12 GoLoco inh = blocks human Gai1 binding to RGS12 GoLoco peptide, red readout. P63096. Gai1:RGS12 GoLoco peptide FP, rhodamine, 10 min. Potency, µM (doses to about 61.6 µM), without a hit: at the highest dose activity, negative = inhibition, usual class: inhibitors. 230,000 tested, 0.44% active. AID 880; active means well fitted inhibition curve with a large enough effect, not every such curve was filed as active; inactive means no such curve, though single readings can be large or run the other way; further: on the % scale 0 is the no-effect control and ±100 the full control effect; nearly all actives have a fitted effect of over 30% in size; many of its hits are not listed in these tables
Target sequence (P63096 whole entry, looked up): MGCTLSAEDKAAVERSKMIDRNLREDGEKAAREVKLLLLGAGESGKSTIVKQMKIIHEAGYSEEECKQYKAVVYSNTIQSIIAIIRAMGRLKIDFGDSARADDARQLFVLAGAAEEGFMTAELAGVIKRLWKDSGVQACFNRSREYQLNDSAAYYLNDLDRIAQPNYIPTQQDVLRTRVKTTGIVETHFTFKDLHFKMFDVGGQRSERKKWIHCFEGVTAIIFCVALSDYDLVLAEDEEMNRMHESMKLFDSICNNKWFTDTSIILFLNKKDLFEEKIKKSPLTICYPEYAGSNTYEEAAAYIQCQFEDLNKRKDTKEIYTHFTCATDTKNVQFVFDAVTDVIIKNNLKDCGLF
GAA glycogen mod = inhibitors or activators of human alpha-glucosidase glycogen cleavage | P10253 | recombinant GAA, glycogen substrate, Amplex Red glucose oxidase fluorescence | Potency, µM (highest dose often 76.4 µM), inactives show at the top dose activity change, negative = inhibition, hits mostly inhibitors | 300,000 tested, 0.38% active;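 further: 0% = full enzyme reaction and -100% = no-enzyme basal signal; the screen sought inhibitors and activators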
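qHTS, 1536-well; enzyme 4 nM final; cpd up to 77 uM; substrate bovine liver glycogen 30 ug; 50 mM citrate/phosphate pH 5.0, 0.01% Tween-20; 37 C, 40 min; Amplex Red detection 45 min RT; Hill fit → AC50.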
HTT aggregate = reduces HttQ103-GFP aggregates in PC12 cells. PC12 HttQ103-GFP aggregates, Acumen cytometry, 40 h. Potency, µM (series often up to 46.1 µM), without a hit: at the highest dose activity change, negative = inhibition, usual class: inhibitors. 220,000 tested, 1.1% active; further: on the % scale 0 is the no-effect control and ±100 the full control effect; nearly all actives have a fitted effect of over 60% in size
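PC12/HTTQ103-GFP, ecdysone-inducible; teb 100 nM; cpd qHTS titration; GFP aggregates read on laser cytometer, Ex 488/Em 500-530 nm.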
GAA inh = blocks human lysosomal alpha-glucosidase | P10253 | Potency, µM (series often up to 76.9 µM), inactives show at the top dose activity change, negative = inhibition, hits mostly inhibitors | purified human GAA, 4-MU-alpha-glucoside fluorescence | 200,000 tested, 0.005% active;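 further: plate controls were uninhibited enzyme wells for no effect and no-enzyme background for full effect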
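AC50 values come from Hill fits of compound titrations (up to 77 uM) against 4 nM human enzyme. Substrate 4-methylumbelliferyl-alpha-D-pyranoside at 400 uM, pH 5.0 citrate buffer, 20 min room temperature; fluorescence Ex 365/Em 440 after alkaline stop.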
Active calls of the source: *; & = joins results of further samples; [ ] = remark or other dose. Unless noted, the call rests on the fitted dose curve; in most records, active means well fitted curve in the direction sought with a large enough effect; inconclusive means small, poorly fitted or top-dose-only effect, or another doubt; inactive means no such curve, though single readings can be large; an effect the other way counts as inactive or inconclusive. Potency means the concentration at half of the fitted maximal effect. These rows are one share of the data. The share of hits here may be higher or lower than overall.

For Fc1ccccc1Cn1nnc2c(NCc3ccccn3)ncnc21 the results were IMPase Li cell 21%[38.3 µM], aGlu spleen mod -10%, HTT cytoprotect 2%, RGS12 GoLoco inh -2%, GAA glycogen mod 8%, HTT aggregate -20% and GAA inh -5%.
For CC(C)(C)NCC(O)COCc1ccc(Cl)cc1 (configuration not stated) the results were IMPase Li cell 6%[38.3 µM], aGlu spleen mod -2%, HTT cytoprotect 2%, RGS12 GoLoco inh 4%, GAA glycogen mod 3%, HTT aggregate -4% and GAA inh -9%.
`CCC1(CC)NC(=O)N(CC(=O)OCC(=O)Nc2ccc(C(F)(F)F)cc2)C1=O` gave IMPase Li cell 8%[38.3 µM], aGlu spleen mod -11%, HTT cytoprotect -6%, RGS12 GoLoco inh 5%, GAA glycogen mod -3%, HTT aggregate 4% and GAA inh -8%.
For O=C(CSc1ccc2c(c1)OCCO2)Nc1cccnc1 the results were IMPase Li cell 12%, aGlu spleen mod -8%, HTT cytoprotect -5%, RGS12 GoLoco inh 16%, GAA glycogen mod 7%, HTT aggregate 2% and GAA inh -5%.
CCOC(=O)c1cc(-c2ccc(Cl)cc2)nc2c1c(=O)[nH]c(=O)n2CCOC was read as IMPase Li cell 0%, aGlu spleen mod 2%, HTT cytoprotect -43%[inhibitor], RGS12 GoLoco inh 6%, GAA glycogen mod 0%, HTT aggregate 0% and GAA inh 4%.
`O=C(COC(=O)c1ccc(Br)o1)NCC1CCCO1` (configuration not stated) gave IMPase Li cell 6%[38.3 µM], aGlu spleen mod 4%, HTT cytoprotect 11%, RGS12 GoLoco inh 3%, GAA glycogen mod 4%, HTT aggregate 8% and GAA inh 0%.
Screening CC(=O)OCC1OC(Nc2cccc(C)c2)C(OC(C)=O)C(OC(C)=O)C1OC(C)=O (configuration not stated) returned IMPase Li cell -2%, aGlu spleen mod -2%, HTT cytoprotect -8%[10 µM], RGS12 GoLoco inh 11%, GAA glycogen mod 6%, HTT aggregate 10% and GAA inh 1%.
Brc1ccc(-c2nnc3ccc(Nc4ccccc4)nn23)cc1 was read as IMPase Li cell -2%, aGlu spleen mod -11%, HTT cytoprotect 4%[10 µM], RGS12 GoLoco inh 7%, GAA glycogen mod -6%, HTT aggregate -19% and GAA inh 2%.
Screening CC(C)(C)OC(=O)NNC(=S)NCc1ccc(Cl)cc1 returned IMPase Li cell -12%[38.3 µM], aGlu spleen mod 7%, HTT cytoprotect 18%, RGS12 GoLoco inh -1%, GAA glycogen mod inconclusive, HTT aggregate 15% and GAA inh inconclusive.
Screening O=S(=O)(c1ccccc1)c1nc(Nc2ccccc2N2CCOCC2)sc1Cl returned IMPase Li cell 12%[38.3 µM], aGlu spleen mod -2%, HTT cytoprotect -9%[10 µM], RGS12 GoLoco inh 0%, GAA glycogen mod -10%, HTT aggregate -31% and GAA inh 0%.
Screening COc1cc(C(=O)NCCN2C(=O)S/C(=C\c3cccs3)C2=O)cc(OC)c1OC returned IMPase Li cell 7%, aGlu spleen mod 2%, HTT cytoprotect -26%, RGS12 GoLoco inh 16%, GAA glycogen mod 22%, HTT aggregate 32% and GAA inh 5%.
Nc1ccc(-c2cc(N)n(-c3ccccc3)n2)cc1 was read as IMPase Li cell 5%[38.3 µM], aGlu spleen mod 10%, HTT cytoprotect -22%[10 µM], RGS12 GoLoco inh 1%, GAA glycogen mod -9%, HTT aggregate 16%[9.22 µM] and GAA inh -1%.
Screening CCCCn1cc2c(c1-c1cccc(C)c1)c(=O)n(C)c(=O)n2C returned aGlu spleen mod -9%, HTT cytoprotect -27%[10 µM], RGS12 GoLoco inh -1%, GAA glycogen mod 2% and HTT aggregate -6%[9.22 µM].
Cc1cc([N+](=O)[O-])nn1CCCC(=O)N1CCN(c2ccccc2)CC1 was read as IMPase Li cell 6%, aGlu spleen mod -3%, HTT cytoprotect 6%[0.074 µM], RGS12 GoLoco inh -2%, GAA glycogen mod 7%, HTT aggregate 13% and GAA inh 7%.
Screening COc1cc(NC(=O)CN2C(=O)c3ccccc3S2(=O)=O)c(OC)cc1Cl returned IMPase Li cell 5%[38.3 µM], aGlu spleen mod 1%, HTT cytoprotect -39%[0.074 µM], RGS12 GoLoco inh 1%, GAA glycogen mod 2%, HTT aggregate 2% and GAA inh -1%.
For CSc1ccc(CNC(C)(C)CO)cc1 the results were IMPase Li cell 5%, aGlu spleen mod -3%, HTT cytoprotect -22%, RGS12 GoLoco inh 6%, GAA glycogen mod 1%, HTT aggregate inconclusive and GAA inh -8%.
CC(Cc1ccccc1)C(=O)Nc1ccccc1 (configuration not stated) was read as IMPase Li cell 3%&3%, aGlu spleen mod -1%&8%, HTT cytoprotect 4%, RGS12 GoLoco inh 2%&0%, GAA glycogen mod 7%, HTT aggregate 2% and GAA inh 3%.
CC/C(C)=N/Oc1nc(C)cc(C)n1 was read as aGlu spleen mod -2%, HTT cytoprotect -10%[10 µM], RGS12 GoLoco inh 0%, GAA glycogen mod -4% and HTT aggregate 3%[9.22 µM].
`O=c1[nH]c(N2CCOCC2)nc2c1CCCC2` gave IMPase Li cell 5%[38.3 µM], aGlu spleen mod -8%, HTT cytoprotect 18%[10 µM], RGS12 GoLoco inh 4%, GAA glycogen mod 5%, HTT aggregate 13% and GAA inh -4%.
Screening O=C(Nc1nnc(C2CCCO2)s1)c1ccc(Br)cc1 (configuration not stated) returned IMPase Li cell -8%[38.3 µM], aGlu spleen mod -2%, HTT cytoprotect 1%, RGS12 GoLoco inh 7%, GAA glycogen mod -3%, HTT aggregate 1%[9.22 µM] and GAA inh -9%.
`CC1(C)Cc2c(cnn2-c2ccccc2)-c2c1c1ccccc1n2CC(O)CBr` (configuration not stated) gave aGlu spleen mod -9%, HTT cytoprotect -7%, GAA glycogen mod -12%, HTT aggregate 9% and GAA inh -1%.
CCOC(=O)N1CCN(C(=O)CSc2nc3c(cnn3-c3ccc(C)cc3)c(=O)[nH]2)CC1 was read as IMPase Li cell -6%, aGlu spleen mod -2%, HTT cytoprotect 5%[10 µM], RGS12 GoLoco inh 3%, GAA glycogen mod -10% and HTT aggregate 9%[9.22 µM].
For CN(C)c1cccc2c1c(NC(=O)c1ccc(Cl)cc1)nn2C the results were aGlu spleen mod -5%, HTT cytoprotect 6%[10 µM], RGS12 GoLoco inh -3%, GAA glycogen mod -9% and HTT aggregate 3%[9.22 µM].
For Cc1cc(NC(=O)/C=C/c2ccccc2Cl)no1 the results were IMPase Li cell 0%, aGlu spleen mod -10%, HTT cytoprotect 13%[10 µM], RGS12 GoLoco inh 6%, GAA glycogen mod -2%, HTT aggregate -13% and GAA inh 6%.

At a glance, part of the list above:
`O=c1[nH]c(N2CCOCC2)nc2c1CCCC2` gave IMPase Li cell 5%[38.3 µM], aGlu spleen mod -8%, HTT cytoprotect 18%[10 µM], RGS12 GoLoco inh 4%, GAA glycogen mod 5%, HTT aggregate 13% and GAA inh -4%.
Screening O=C(Nc1nnc(C2CCCO2)s1)c1ccc(Br)cc1 (configuration not stated) returned IMPase Li cell -8%[38.3 µM], aGlu spleen mod -2%, HTT cytoprotect 1%, RGS12 GoLoco inh 7%, GAA glycogen mod -3%, HTT aggregate 1%[9.22 µM] and GAA inh -9%.

Next part.
Screening COc1cccc(-c2ccc(=O)n(CC(=O)Nc3cc4c(cc3NC(C)=O)OCCO4)n2)c1 returned IMPase Li cell -3%[38.3 µM], aGlu spleen mod 0%, HTT cytoprotect -30%, RGS12 GoLoco inh 4%, GAA glycogen mod 4%, HTT aggregate 20%[9.22 µM] and GAA inh -2%.
For COc1ccccc1NC(=O)COC(=O)c1ccccc1C(=O)N1CCN(c2ccccc2)CC1 the results were IMPase Li cell 5%, aGlu spleen mod -6%, HTT cytoprotect -10%, RGS12 GoLoco inh 2%, GAA glycogen mod -3%, HTT aggregate 7% and GAA inh -5%.
CCCOc1c(OC)cccc1C1CC(=O)Nc2cc3c(cc21)OCCO3 (configuration not stated) was read as IMPase Li cell 1%[38.3 µM], aGlu spleen mod -15%, HTT cytoprotect -95%[inhibitor], RGS12 GoLoco inh 5%, GAA glycogen mod -11%, HTT aggregate 23% and GAA inh inconclusive.
CC(C)(C)C(=O)NC(c1ccc(Cl)cc1)[C@]1(C)C[C@H]1C1CCCCC1 (some centres not stated) was read as IMPase Li cell -3%, aGlu spleen mod -4%, HTT cytoprotect inconclusive and RGS12 GoLoco inh 7%.
O=C(O)CCc1ccc(-c2cccs2)n1CCc1ccccc1 was read as IMPase Li cell 9%, aGlu spleen mod -4%, HTT cytoprotect 14%, RGS12 GoLoco inh 12%, GAA glycogen mod inconclusive, HTT aggregate 18% and GAA inh 3%.
Screening O=C(Nc1ccc(N2CCOCC2)c(Cl)c1)c1ccco1 returned IMPase Li cell 26%[38.3 µM], aGlu spleen mod -1%, HTT cytoprotect -69%[inhibitor][10 µM], RGS12 GoLoco inh -2%, GAA glycogen mod 3%, HTT aggregate -2% and GAA inh 4%.
For CCOC(=O)c1cc(-c2ccc(Cl)cc2)nc2onc(C)c12 the results were IMPase Li cell 9%[38.3 µM], aGlu spleen mod 7%, HTT cytoprotect 8%, RGS12 GoLoco inh -3%, GAA glycogen mod 3%, HTT aggregate 17% and GAA inh 10%.
Screening CN(C)C(=O)c1ccccc1-c1ccccc1 returned IMPase Li cell 6%[38.3 µM], aGlu spleen mod -5%, HTT cytoprotect -3%[0.074 µM], RGS12 GoLoco inh -4%, GAA glycogen mod 2%, HTT aggregate 2% and GAA inh -4%.
`Cc1ccnc(NC(=O)COC(=O)C2COc3ccccc3O2)n1` (configuration not stated) gave IMPase Li cell 6%, aGlu spleen mod 2%, HTT cytoprotect -7%[10 µM], RGS12 GoLoco inh 5%, GAA glycogen mod 2%, HTT aggregate -18% and GAA inh -4%.
For C#CCSc1nc(Cc2ccc(Cl)cc2)nc2ccccc12 the results were IMPase Li cell -6%[38.3 µM], aGlu spleen mod 0%, HTT cytoprotect -22%, RGS12 GoLoco inh -4%, GAA glycogen mod 11%, HTT aggregate 17% and GAA inh 0%.
CC(C)C(=O)NNC(=O)CC(=O)Nc1ccccc1C(=O)O was read as aGlu spleen mod -15%, HTT cytoprotect 8%[10 µM], RGS12 GoLoco inh -17%, GAA glycogen mod -2% and HTT aggregate -1%[9.22 µM].
Screening Nc1ccc2nc(Cc3ccccc3)[nH]c2c1 returned aGlu spleen mod -6%, HTT cytoprotect -3%[10 µM], RGS12 GoLoco inh 3%, GAA glycogen mod inconclusive, HTT aggregate -5%[9.22 µM] and GAA inh -21%[15.4 µM].

Compound activity: PubChem BioAssay, National Center for Advancing Translational Sciences (NCATS)
